Compound activity as filed in PubChem BioAssay.
INS promoter inh = inhibitors of insulin promoter-driven GFP, primary screen, imaging, TRM-6 cells (human fetal islet line), eGFP reporter, cell count. reporter expression induced with tamoxifen. inhibition, % at 2 µM. 0.9% of 130,000 active;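 active = inhibition above the mean plus 3 SD, with well images judged a real hit on visual review, cut at about 60% in these data, passing the limit was not always enough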
sdo1 growth = growth rescue of sdo1-depleted yeast, primary screen, S. cerevisiae, bone marrow failure model; S. cerevisiae sdo1-depleted JHY4D growth rescue, OD600 30 h; stronger effect = higher value; pdr5 snq2 efflux-pump mutant strain; z-score at 10 µM; 0.21% of 140,000 active; AID 817, 2007;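 active = z-score above 3 at both the 24 hr and the 30 hr optical density reads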;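 also: z-score against mean and SD of all compound wells on the same plate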
sdo1 growth Rescue 24 h = further read-out of sdo1 growth, marked with its call; z-score; S. cerevisiae sdo1-depleted JHY4D growth rescue, OD600; measured here: growth rescue at 24 h;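 0 is the plate mean of compound wells and units are plate SD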
Starred values were filed as active, the others as inactive; x = no result given. A portion of the library, so the mix of outcomes need not match the whole.

Under each structure: sdo1 growth Rescue 24 h | INS promoter inh | sdo1 growth
> Cc1ccc(Cl)cc1N1CCN(S(=O)(=O)c2cnc[nH]2)CC1
→ -1.11 | x | -0.42
> CCN(C(=O)c1cnc2scc(C)n2c1=O)c1ccccc1C
→ -0.17 | x | 0.34
> CCCn1c(CC)nc([N+](=O)[O-])c1S(=O)(=O)c1ccccc1
→ 0.48 | 30.0 | 0.82
> CC(=O)Nc1ccc(S(=O)(=O)NCCNC(=O)c2ccccc2F)cc1
→ -1.18 | -16.2 | 0.03
> O=S(=O)(c1ccc(N=C2NN=C(c3cc(F)ccc3F)CS2)cc1)N1CCOCC1
→ x | 33.3 | x
> Cc1cc(C)n(S(=O)(=O)c2ccc(C(C)(C)C)cc2)n1
→ -0.88 | 14.3 | -0.82
> COc1ccc([N+](=O)[O-])cc1N(CC(O)Cn1nnc2ccccc21)S(=O)(=O)c1ccc(C)cc1 (configuration not stated)
→ -1.39 | -53.5 | -0.87
> Oc1ccc(Br)cc1C=Nc1ccc(Cl)cc1
→ x | -18.2 | x
> COc1ccccc1NC(=S)NCCC(c1ccccc1)c1ccccc1
→ -1.32 | x | -1
> CCOC(=O)c1oc2ccc(S(=O)(=O)Nc3ccc4c(c3)n(C)c(=O)n4C)cc2c1C
→ -1.17 | -6.5 | -0.79
> COc1ccc(OCCNC(=O)c2cccc(Oc3ccc(C(F)(F)F)cc3[N+](=O)[O-])c2)cc1
→ -0.53 | -10.0 | -0.34
> COC(=O)C1=CNC=C(C(=O)OC)C1c1cccc(OC)c1
→ -1.31 | -33.3 | -0.61
> CCOc1ccc(S(=O)(=O)N2CCc3ccccc3C2)cc1
→ 0.02 | x | -0.29
> CCN(CC)S(=O)(=O)c1ccc(C)c(NC(=O)CN(C)C)c1
→ 2.57 | x | 1.96
> CCOC(=O)C1=C(O)/C(=C/c2ccc(C)o2)SC1=NC(=O)c1ccccc1C
→ x | -47.6 | x
> O=C(NCc1ccccn1)C1CCN(S(=O)(=O)c2cc(Cl)ccc2Cl)CC1
→ x | 17.6 | x
> N#Cc1c(-c2ccc3c(c2)OCO3)csc1N
→ -1.19 | -13.3 | -0.15
> COc1ccc(N=CC2=C(Nc3ccc(OC)cc3)c3c(C)nn(-c4ccccn4)c3CC2)cc1
→ x | 25.6 | x
> Clc1ccc(-c2nc3ccccn3c2CN2CCCCC2)cc1
→ x | 0.0 | x
> CN(C)C(=O)Cn1nc(-c2ccccc2)c2ccccc2c1=O
→ 0.52 | -117.1 | 0.6
> O=C(CSC(=S)N1CCN(c2ccccc2)CC1)Nc1nc(-c2ccccc2)c(-c2ccccc2)o1
→ 0.47 | 37.0 | 0.38
> CN(C(=S)Oc1ccc(C(=O)Nc2ccccc2)cc1)c1ccccc1
→ -1.01 | x | -1.25
> COc1cc(C(=O)NC(=S)Nc2ccc3oc(=O)ccc3c2)cc(OC)c1OC
→ 1.05 | x | -0.39
> Cc1cc(Nc2ccc(F)cc2Cl)n2nc(C)nc2n1
→ 0.61 | x | 1.2
> CN(C(N)=S)c1ccccc1
→ 0.12 | x | -0.23
> C/C(=C\C(=O)c1c(O)cc(C)oc1=O)N(C)C
→ x | -123.1 | x
> O=C(C1CCN(S(=O)(=O)c2ccc(Br)s2)CC1)N1CCc2ccccc21
→ -1.15 | -26.1 | -1.29
> O=C(c1ccc(Cl)cc1)N(c1ccccn1)C1CCCCC1
→ x | 21.1 | x
> COC(=O)C1=C(C)NC2=C(C(=O)CC(C)(C)C2)C1c1ccccn1 (configuration not stated)
→ -0.63 | -341.2 | 0.14
> CN(C)S(=O)(=O)N(CC(=O)Nc1ccc(F)c(F)c1)c1ccccc1
→ 1 | -35.2 | 0.54

A draw from above in order of formula weight, lowest first:
Under each structure: sdo1 growth Rescue 24 h | INS promoter inh | sdo1 growth
> CCOc1ccc(S(=O)(=O)N2CCc3ccccc3C2)cc1
→ 0.02 | x | -0.29
> COC(=O)C1=C(C)NC2=C(C(=O)CC(C)(C)C2)C1c1ccccn1 (configuration not stated)
→ -0.63 | -341.2 | 0.14
> COc1cc(C(=O)NC(=S)Nc2ccc3oc(=O)ccc3c2)cc(OC)c1OC
→ 1.05 | x | -0.39

Additional results.
Under each structure: sdo1 growth Rescue 24 h | INS promoter inh | sdo1 growth
> Cc1ccc(C2C3=C(Nc4[nH]n(-c5ccccc5)c(=O)c42)c2ccccc2C3=O)cc1 (configuration not stated)
→ -0.11 | 11.1 | -0.01
> Cc1ccc(OC(=S)Nc2ccccc2)c(C)c1
→ 0.65 | 69.2 | 0.29
> CC(NC(=O)COC(=O)c1ccco1)c1ccccc1 (configuration not stated)
→ -0.62 | 37.8 | 0.5
> CC1(C)CC(=O)C2=C(C1)Oc1ncn(CCO)c(=N)c1C2c1ccccc1 (configuration not stated)
→ -0.56 | 17.6 | 0.24
> CC1=C(C(=O)NCCc2ccc(C)cc2)C2(CCC(C)CC2)OC1=O (configuration not stated)
→ -0.02 | -46.3 | -0.07
> N=c1sccn1CC(=O)NC(=O)NC1CCCC1
→ 0.06 | 87.5* | 0.65
> CCSc1nc(N)c2c(C)c(C)sc2n1
→ -0.51 | 77.8* | -0.34
> O=C(CSCc1ccc(Cl)cc1)Nc1ccccc1C(=O)N1CCOCC1
→ 0.28 | 6.9 | 0.87
> Cc1nnc(C)n1/N=C/c1ccc(O)cc1
→ -1.16 | 48.8 | -0.22
> CC(=O)NCC(=O)NC(C(=O)Nc1ccc2c(c1)OCCO2)c1ccc(C)cc1 (configuration not stated)
→ 0.39 | x | 1.03
> O=C1NC(c2cccnc2)C(C(=O)c2cccs2)C(O)(C(F)(F)F)N1 (configuration not stated)
→ 0.18 | 2.7 | 0.57
> Cc1nnc(SCC(=O)c2c(N)n(C)c(=O)n(C)c2=O)n1Cc1ccccc1
→ -0.26 | x | 0.13
> Cc1ccc2[nH]c(=O)c(CNC(C)C)cc2c1
→ -0.29 | x | 0.67
> CCOC(=O)c1c(N)c(C#N)cn1-c1ccccc1
→ 0.48 | 33.3 | -0.12
> Cc1nc2ncnn2c(Nc2ccc3c(c2)OCO3)c1Cc1ccccc1
→ 0.31 | x | -0.37
> COC(=O)c1cccc(Nc2ncnc3ccc(C)cc23)c1
→ 0.11 | 29.0 | 0.23
> CCCC(C)C(=O)OCC(=O)Nc1ccc(Br)cc1 (configuration not stated)
→ x | 40.7 | x
> CC(C)(C)n1nnnc1C(c1ccc(C(F)(F)F)cc1)N(Cc1ccc(F)cc1)Cc1ccco1 (configuration not stated)
→ -0.7 | 35.1 | -0.91
> COc1ccc2oc(=O)c(/C(C)=N/Nc3ccccc3)cc2c1
→ x | -23.5 | x
> COC(=O)CC1SC(=O)NC1=Nc1cccc(C)c1 (configuration not stated)
→ -0.47 | 11.1 | -0.22
> CC12CCC(c3c(C(=O)O)nn(-c4ccc(F)cc4)c31)C2(C)C (configuration not stated)
→ 0.95 | 21.6 | 0.76
> Cc1ccc(C(C(=O)NC(C)(C)C)N(Cc2ccco2)C(=O)CCC(=O)Nc2nccs2)cc1 (configuration not stated)
→ x | 68.8 | x
> Cc1nc2nc(COc3ccccc3)[nH]n2c(=O)c1Cc1ccccc1
→ 1.2 | -72.7 | 1.16
> Cc1cccc2nc(CSc3ccccc3N)cn12
→ -0.3 | -118.8 | -0.26
> CCOC(=O)C(CC)/C(C)=N\NC(=O)c1ccccc1O (configuration not stated)
→ -0.4 | -97.0 | 0.16
> COc1ccc(C(=O)Nc2cccc(N(C)S(C)(=O)=O)c2)cc1OC
→ -0.9 | -2.3 | 0.06
> Cc1c(Cl)cccc1N1C(=O)CC(N(O)c2ccccc2)C1=O (configuration not stated)
→ 0.54 | 26.7 | 0.65
> Cn1c(SCC(=O)N2CCOCC2)nc2cccnc21
→ -0.05 | x | 0.23
> CCOC(=O)Cc1nnc(Nc2cccc(O)c2)c2ccccc12
→ -0.27 | -2.7 | 0.09
> CCOC(=O)N1CCN(C(=O)CS(=O)(=O)c2cn(Cc3ccc(Cl)cc3)c3ccccc23)CC1
→ 0.9 | x | 0.16
> CN(C1CCCCC1)S(=O)(=O)c1ccc(S(=O)(=O)N2CCN(C(=O)c3ccccc3F)CC2)cc1
→ 0.34 | x | -0.14
> CCCC(c1nnnn1CCc1ccccc1)N1CCC(C(N)=O)CC1 (configuration not stated)
→ 2.54 | 14.3 | 1.65
> COc1ccc(OCc2nnc(SCC(N)=O)n2N)cc1
→ -0.14 | 15.5 | 0.23
> Cc1ccc2c(c1)C(c1ccc(F)cc1)N(C(=O)c1cc3ccccc3oc1=O)CC(=O)N2 (configuration not stated)
→ 0.64 | -10.0 | 0.54
> COC(=O)c1cc2c(ccn2-c2ccc(F)cc2)n1Cc1ccc(OC)cc1
→ -0.69 | 29.7 | -0.47
> COc1cc(NC(=S)N2CCN(c3ccccn3)CC2)c(OC)cc1Cl
→ -0.21 | 29.6 | -0.36
> Cc1nn(C(=O)c2ccc3c(c2)OCO3)c(N)c1-c1ccccc1
→ -0.89 | x | -0.56
> CC(=O)c1ccccc1OC(=O)c1ccco1
→ -0.55 | -30.0 | 0.55
> CCOC(=O)c1sc2nc3n(c(=O)c2c1C)CCCCC3
→ -0.16 | 35.5 | 0.02
> Cc1ccc(NC(=S)N2CCOCC2)cc1
→ -0.22 | 13.3 | 0.32
> CCCCn1nc2cc(C(=O)N(CC)c3ccc(OC)cc3)ccc2c1OCC
→ -0.45 | 9.1 | -0.34
> O=C1c2ccccc2C(Nc2cccc(C(F)(F)F)c2)N1Cc1ccco1 (configuration not stated)
→ -0.73 | x | -1.06
> OCc1cc(CO)c(O)c(CCc2ccccc2)n1
→ 0.52 | 16.1 | 1.51
> c1ccc(-c2nnc(N3CCOCC3)nc2-c2ccccc2)cc1
→ -0.95 | x | -1.28
> Cc1cccc(-n2cnc(C(=O)N/N=C/c3ccccc3)c2)n1
→ -1.31 | 42.9 | 0.09
> CCC(Sc1ncnc2c1nnn2-c1ccc(F)cc1)C(=O)OC (configuration not stated)
→ 0.34 | -9.1 | -0.02
> O=C(COc1ccc(Cl)cc1Cl)N(c1ccccn1)C1CCCCC1
→ -0.21 | -79.3 | -0.63
> Cc1cc(OC(C)C)c2c(-c3ccccc3)cc(=O)oc2c1
→ -1.66 | -21.4 | -1.89
> COc1ccc(NS(=O)(=O)c2cccc(NC(=O)CCS(=O)(=O)c3ccccc3)c2)cc1
→ 1.31 | -20.0 | 0.89
> O=C(CCCOc1ccc(Cl)cc1Cl)NN1CCOCC1
→ 0.46 | -73.3 | 0.59
> COc1ccc(C(=O)CC(Nc2ccc([N+](=O)[O-])cc2)c2ccc(OC)cc2)cc1 (configuration not stated)
→ 0.34 | 17.4 | 0.15
> Cc1ccc(S(=O)(=O)NNC(=O)c2cc3cc4ccccc4nc3s2)cc1
→ -1.47 | 20.0 | -0.93
> COc1ccc(S(=O)(=O)Cc2ccc(C(=O)N3CCN(C(=O)c4ccco4)CC3)o2)cc1
→ -0.23 | x | 0.24
> c1ccc2c(c1)CC(N1CCCCC1)c1ccccc1N2 (configuration not stated)
→ 0.37 | 15.6 | 0.67
> CC(C)Cc1nc(N2CCN(C(=O)C(C)C)CC2)c(C#N)c2c1CCC2
→ -0.7 | 42.9 | -0.96
> O=S(=O)(c1ccc(NC2CCCc3ccccc32)nc1)N1CCOCC1 (configuration not stated)
→ -0.6 | 21.2 | -0.72
> Cc1noc(C)c1COc1ccc(C(=O)OCC(=O)N2c3ccccc3NC(=O)C2(C)C)cc1
→ 1.17 | 11.5 | 0.01
> COc1cccc(CNC(=O)C2CCN(S(=O)(=O)c3ccc4c(c3)CCC(=O)N4)CC2)c1
→ -0.08 | x | 0.43
> COc1ccc(N(C(=O)/C=C/C(=O)Nc2cc(C)on2)C(C(=O)NC2CCCC2)c2ccccc2C)cc1 (configuration not stated)
→ -0.34 | 32.4 | 0.21
> O=C(CSc1nc2c(sc3ccccc32)c(=O)n1Cc1ccccc1)NCC1CCCO1 (configuration not stated)
→ 0.7 | 11.1 | 0.09

Profiles from above. Order of screens: sdo1 growth Rescue 24 h, INS promoter inh, sdo1 growth
Listed for `CC(=O)c1ccccc1OC(=O)c1ccco1` = -0.55, -30.0, 0.55
Listed for `CC(NC(=O)COC(=O)c1ccco1)c1ccccc1` (configuration not stated) = -0.62, 37.8, 0.5
Listed for `CCN(CC)S(=O)(=O)c1ccc(C)c(NC(=O)CN(C)C)c1` = 2.57, x, 1.96

Following part
Under each structure: sdo1 growth Rescue 24 h | INS promoter inh | sdo1 growth
> CCOC(=O)C1=NN(c2cccc(Cl)c2)C2=NC(C)=C(C(=O)OC)C(c3cccs3)N12 (configuration not stated)
→ -0.2 | 25.0 | -0.67
> CCOC(=O)c1c(-c2cccs2)csc1NC(=O)C(C)(C)C
→ -1.11 | -23.3 | -1.03
> C=C1C2(C(=O)Nc3ccc(SC(F)F)cc3)CCC(C2)C1(C)C (configuration not stated)
→ 0.59 | x | -0.02
> COc1ccc(C2OC(=O)Cc3cc(OC)c(OC)cc32)cc1 (configuration not stated)
→ x | 16.7 | x
> CCc1ccc(NC(=O)C(C)Nc2ccc(S(=O)(=O)NC(C)=O)cc2)cc1 (configuration not stated)
→ 0.74 | x | 0.66
> O=S(=O)(Nc1ccccc1)c1ccc(F)cc1
→ -1.22 | 19.4 | -1.09

Already shown: 2 of the compounds above.
Under each structure: sdo1 growth Rescue 24 h | INS promoter inh | sdo1 growth
> CCOC(=O)C1=NN(c2cccc(Cl)c2)C2=NC(C)=C(C(=O)OC)C(c3cccs3)N12 (configuration not stated)
→ -0.2 | 25.0 | -0.67
> CCOC(=O)c1c(-c2cccs2)csc1NC(=O)C(C)(C)C
→ -1.11 | -23.3 | -1.03
